AID2073: inhibitors of Mint1-CaV2.2 protein interaction, biochemical, HTRF (AID 2073). Voltage-dependent N-type calcium channel subunit alpha-1B (Homo sapiens). HTRF protein-protein interaction, Mint1-CaV2.2; higher % means a stronger effect. one-dose inhibition, % at 20 µM; IC50 in µM for titrated hits. 290,000 compounds, 0.19% hits; in the data active means inhibition mostly above about 51%, no sharp cut-off; further: some results filed as inactive read as strong as hits
KOR beta-arrestin-1: KOR antagonists, beta-arrestin recruitment, cell-based, luminescence, uHTS (AID 1778); Kappa-type opioid receptor (Homo sapiens); KOR beta-arrestin recruitment, luminescence, antagonist mode; higher % means a stronger effect; one-dose inhibition, % at 10 µM; IC50 in µM for titrated hits; 290,000 compounds, 0.091% hits; further: strong numbers were not always called active
P. falciparum M17LAP: P. falciparum M17LAP inhibitors, primary screen, biochemical, fluorogenic H-Leu-NHMec substrate, 1536-well (AID 1619). Leucine aminopeptidase (Plasmodium falciparum (isolate 3D7)). inhibition, % at 30 µM; hits with a dose series show IC50 in µM. recombinant M17LAP, H-Leu-NHMec fluorogenic kinetic assay; higher % means a stronger effect. 220,000 compounds, 0.38% hits;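 active means compound inhibiting the enzyme by more than half at any dose during confirmatory dose-response retesting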;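 further: plate controls were full reaction with DMSO carrier for no effect and no enzyme background for full effect; strong numbers were not always called active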
NOD1 NF-kB reporter: NOD1 signaling inhibitors, primary screen, cell-based, luminescence, uHTS (AID 1578); NOD1-driven NF-kB luciferase reporter cells, luminescence; higher % means a stronger effect; inhibition, % at 4 µM; hits with a dose series show EC50 in µM; 290,000 compounds, 1% hits; in the data active means inhibition mostly above about 36%, no sharp cut-off; inactive means mostly below about 34%;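 further: HEK-293T reporter cells stimulated with the NOD1 agonist gamma-tri-DAP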
M1AAP inhibition: P. falciparum M1AAP inhibitors, biochemical, fluorogenic H-Leu-NHMec substrate, 1536-well (AID 1445); inhibition, % at 30 µM, or IC50 in µM where a hit was titrated; Aminopeptidase N (Plasmodium falciparum (isolate 3D7)); 220,000 compounds, 0.42% hits; recombinant M1AAP, H-Leu-NHMec fluorogenic kinetic assay; higher % means a stronger effect;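 active means primary inhibition above the hit cutoff, then over 50% inhibition at one or more dose response concentrations, cut at about 23% in these data, passing the limit was not always enough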;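 further: plate controls were DMSO full reaction for no effect and no enzyme background for full effect; strong numbers were not always called active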
GPR55 activation: GPR55 agonists via beta-arrestin recruitment, primary screen, imaging, U2OS cells, beta-arrestin-GFP redistribution (AID 1961); U2OS GPR55 beta-arrestin-GFP redistribution imaging; higher % means a stronger effect; 290,000 compounds, 0.048% hits; one-dose activation, % at 10 µM; EC50 in µM for titrated hits; G-protein coupled receptor 55 (Homo sapiens);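 active means activation above 40% with more than 50 cells counted in the well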;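 further: U2OS osteosarcoma cells stably expressing GPR55 and beta-arrestin-GFP; plate controls were DMSO negative control for no effect and LPI positive control for full effect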
NOD2 inhibition: NOD2 signaling inhibitors, cell-based, luminescence, uHTS, HEK293 (AID 1566). HEK293 NOD2/NF-kB luciferase reporter, luminescence; higher % means a stronger effect. inhibition, % at 4 µM; hits with a dose series show EC50 in µM. 290,000 compounds, 0.63% hits; further: many of its hits are not listed in these tables
Dynein cargo inh: inhibitors of GR-EGFP nuclear translocation, primary screen, dynein cargo transport inhibitor project, imaging, high-content, 3617.4 mouse cells. 220,000 compounds, 0.47% hits. z-score, hits read low. test concentration mostly 20 µM; stimulated with dexamethasone, 1 µM; hits give low values;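 active means plate z-score of nuclear minus cytoplasmic receptor signal below a set negative limit, without overly bright fluorescence or cell loss, cut at about -3.5 in these data, passing the limit was not always enough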;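 further: z-score of nuclear minus cytoplasmic ring GR-EGFP intensity difference per well; some compounds called inactive have numbers as strong as hits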
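Medium: Induction medium lacking tetracycline, stripped serum | Probe or stimulus: 1.0 µM final dexamethasone stimulus | Schedule: 48 h induction, then 1 h compound, then 30 min agonist, 37 °C | Signal: Automated 10x imaging of fixed Hoechst-stained cells | Evaluation: Per-cell GR-EGFP intensity, nucleus versus surrounding cytoplasmic ring, well-averaged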
KOR beta-arrestin-2: KOR agonists, beta-arrestin recruitment, primary screen, cell-based, luminescence, uHTS (AID 1777); KOR beta-arrestin recruitment, luminescence; higher % means a stronger effect; activation, % at 10 µM; hits with a dose series show EC50 in µM; 280,000 compounds, 0.02% hits; in the data active means activation above about 50%, passing the limit was not always enough; further: a part of the inactive calls stands beside numbers as strong as those of hits
Dynein cargo inh cytoplasmic EGFP: second read-out of Dynein cargo inh, no call of its own (marks repeat the call); z-score; measured here: cytoplasmic GR-EGFP intensity; hits give high values
Dynein cargo inh nuclear GR-EGFP: recorded beside Dynein cargo inh, whose call it bears; z-score; measured here: nuclear GR-EGFP intensity;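 lower value marks the stronger effect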
Dynein cargo inh cell count: second read-out of Dynein cargo inh, no call of its own (marks repeat the call); z-score; measured here: cell count per field
An asterisk follows results filed as active; . = no result given; [ ] = remark or other dose. Unless noted, no stated cut-off is given here; in the data, active means inhibition above about 50%; inactive means the rest. The list is partial (hit frequency here may not be typical).

SMILES	AID2073	KOR beta-arrestin-1	P. falciparum M17LAP	NOD1 NF-kB reporter	M1AAP inhibition	GPR55 activation	NOD2 inhibition	Dynein cargo inh	Dynein cargo inh cytoplasmic EGFP	Dynein cargo inh nuclear GR-EGFP	Dynein cargo inh cell count	KOR beta-arrestin-2
CC(=O)Nc1ccc(S(=O)(=O)Nc2nc3ccccc3nc2Nc2ccccc2)cc1	29%	-45%	17%	-20%	95µM*	-0.2%	5%	-0.84	-0.15	-0.47	0.75	1.8%
COc1ccc(NC(=O)/C=C/C(=O)O)cc1Cl	-7%	26%	4%	-8%	6%	0.8%	6%	1.1	-0.2	1.3	0.55	-3.7%
COc1cc(NC(=O)c2csc3c2CCCC3)ncn1	-10%	-26%	0%	-81%	3%	0.4%	-96%	-0.88	-0.2	-0.21	1.2	8.4%
CC(Cl)C(=O)c1c[nH]c2ccccc12 (centres undefined)	-1%	-33%	8%	-10%	4%	0.7%	11%	-0.43	-0.3	-0.27	0.44	-1.9%
Cc1ccc(OCC(O)CN2CCN(Cc3ccc4c(c3)OCO4)CC2)c(C)c1 (centres undefined)	0%	-10%	2%	8%	-2%	-0.2%	-43%	0.77	-0.22	0.053	0.011	.
O=C(NNS(=O)(=O)c1ccc(F)cc1F)c1csc(-c2cccnc2)n1	7%	14%	3%	12%	4%	-0.3%	-12%	0.28	0.47	0.19	0.67	5.2%
O=C(Cc1coc2cc3c(cc12)CCC3)OCC(=O)N1CCCC1=O	-4%	-8%	6%	30%	-1%	0.1%	48%	1.2	-0.16	0.25	-0.5	3.5%
Cc1cc2cc(CNC(=O)C3CC3)ccc2n1C	10%	-13%	1%	6%	5%	-0.1%	17%	-0.68	-0.35	-0.22	-0.28	0.6%
COc1ccc(OCc2cc(C(=O)O)c(C)o2)cc1	1%	2%	1%	-12%	-5%	-0.2%	-96%	-0.37	0.17	-0.2	0.084	2.8%
COCCNC(=S)N/N=C(\C)c1ccccc1F	-11%	-5%	-3%	-8%	-1%	-0.4%	0%	0.17	-0.28	-0.045	-0.43	3.0%
O=C(NCc1ccccc1)NC1(C(=O)N2CCN(c3ccccc3)CC2)CCCCC1	36%	3%	4%	-16%	1%	-0.2%	0%	0.092	-0.19	0.21	0.052	6.9%
CCCCn1c(=O)c2c(O)cc(=O)oc2c2ccccc21	11%	10%	-12%	6%	4%	-0.1%	28%	-1.3	-0.22	-0.73	1.6	-3.9%
CCc1cccc(NS(=O)(=O)c2ccc3c(c2)CCC(=O)N3)c1	-3%	8%	-4%	14%	0%	-0.4%	1%	0.01	-0.36	-0.16	0.01	-9.5%
COc1cccc(-c2nnn(CC(=O)N3CCCCC3)n2)c1	2%	-12%[20 µM]	.	-50%	.	-0.1%	-11%	.	.	.	.	-4.8%
O=S(=O)(/N=C(\[O-])C[n+]1ccccc1)c1ccc(Cl)cc1	-5%	-18%	-2%	-10%	0%	-0.3%	-10%	0.25	-0.31	-0.29	0.95	3.5%
CCCCNC(=O)O/N=C(\N)CS(=O)(=O)C(C)(C)C	0%	-2%	3%	-15%	3%	-0.3%	1%	-0.34	-0.28	-0.5	1.1	3.6%
COC(=O)Nc1nc(C)c(C(=O)N(C)C)s1	3%	10%	-19%	-15%	-9%	0.2%	12%	-0.85	-0.42	-0.21	0.69	-4.1%
CCOc1ccccc1NC(=O)c1oc2ccccc2c1NC(=O)C1CCCO1 (centres undefined)	15%	-38%	-1%	17%	4%	0.1%	-22%	-0.48	-0.24	-0.27	0.59	8.9%
CN(C)c1ccc(CNC(=O)c2cc(S(=O)(=O)N3CCOCC3)cn2C)cc1	4%	26%[20 µM]	.	-18%	.	0.5%	10%	.	.	.	.	-4.3%
Cc1ccccc1C(O)c1ccccn1 (centres undefined)	1%	25%	-4%	-9%	-3%	-0.2%	10%	-0.65	-0.21	0.14	0.077	-3.3%
COc1ccc(C(=O)CSc2nc3cccnc3n2C)cc1	-2%	-60%	5%	-20%	3%	-0.2%	13%	-1.6	0.32	-0.6	1	6.8%
Cc1cc(C)c(NC(=O)CSc2nc3ncc(Cl)cc3[nH]2)c(C)c1	-12%	-52%	.	-9%	.	0.3%	5%	.	.	.	.	2.6%
COc1ccc(NC(=S)N(CCc2c(C)[nH]c3ccc(C)cc23)Cc2cccnc2)cc1	-14%	-20%	6%	-19%	-2%	-0.3%	14%	-0.22	0.3	0.92	-0.048	2.9%
CC(=O)C(C(C)=O)C(NC(=O)c1cccnc1)(C(F)(F)F)C(F)(F)F	-5%	15%	2%	7%	0%	-0.1%	5%	-0.36	-0.37	-0.37	0.33	-0.6%
CCOc1ccc(NC(=O)CN2C(=O)C3CC=CCC3C2=O)cc1 (centres undefined)	-2%	-18%	3.9µM*	-13%	0%	0.6%	10%	0.011	-0.24	-0.13	0.58	-3.0%
CCc1cc(CNC(=O)c2cccc(OC3CCN(S(C)(=O)=O)CC3)c2)on1	6%	-13%	.	4%	.	0.2%	41%	.	.	.	.	9.5%
COc1ccccc1NC(C)C(=O)Nc1ccc(C(C)=O)cc1 (centres undefined)	-21%	-29%	2%	20%	1%	-0.2%	11%	-0.47	-0.32	-0.36	0.0087	-3.3%
O=C(Cc1ccc(Cl)c(Cl)c1)NC1CCCCCC1	-5%	-5%	.	-26%	.	0.2%	-24%	.	.	.	.	-0.5%
Cn1c(NC2CCCCC2)c(N=O)c(=O)n(C)c1=O	-2%	1%	1%	-19%	14%	0.1%	8%	0.029	-0.25	0.0018	-0.3	-6.6%
COc1cccc(CN2CCNC(=O)C2CC(=O)N2CCCCO2)c1OC (centres undefined)	-8%	-5%[20 µM]	0%	-10%	4%	0.6%	-2%	-1.4	0.51	-0.32	0.88	-9.4%
Cc1ccc(OCC(=O)Nc2ccc(C(=O)O)cc2NC(=O)COc2ccc(C)c(C)c2)cc1C	14%	-20%	.	-35%	.	-0.2%	5%	.	.	.	.	6.3%
N#Cc1c(N2C(=O)c3ccc(C(=O)O)cc3C2=O)sc2c1CCCC2	13%	-42%[20 µM]	.	14%	.	0.8%	8%	.	.	.	.	0.0%
COc1ccc(C)cc1-n1c(=O)c2ccccc2c2ccccc2c1=O	0%	0%	-2%	-25%	5%	-0.3%	-7%	-0.71	-0.32	-0.43	0.94	0.0%
O=C(NCc1cccnc1)Nc1ccc(Cl)c(Cl)c1	-3%	-15%[20 µM]	.	-33%	.	-0.2%	-15%	.	.	.	.	.
CNC(=S)N(CCc1ccc(OC)c(OC)c1)Cc1cc2c(C)cc(C)cc2[nH]c1=O	-6%	-25%	20%	4%	12%	-0.2%	9%	-0.068	-0.31	-0.22	0.73	2.2%
CSc1ncc(C(=O)Nc2ccccc2Cl)c(C)n1	9%	16%	.	8%	.	-0.1%	31%	.	.	.	.	-9.1%
COc1cccc(NCc2cc(=O)oc3cc(C)c(O)cc23)c1	3%	14%	.	2%	.	0.2%	12%	.	.	.	.	1.9%
c1ccc(-c2ncnc3nc4n(c23)CCC4)cc1	2%	-41%	-12%	-3%	-2%	0.2%	-2%	0.079	-0.24	-0.21	0.76	3.4%
N/C(=N\OC(=O)CCCOc1ccccc1)c1cccc(Br)c1	-5%	-17%	-5%	-24%	1%	0.1%	-9%	0.2	0.27	0.38	0.077	0.3%
CCc1ccc(-c2csc3ncn(Cc4ccc(C(=O)O)cc4)c(=O)c23)cc1	8%	-3%	0%	-36%	-3%	-0.1%	3%	0.29	-0.088	0.15	-0.58	-0.3%
CSc1ccccc1NC(=O)CSc1nnc(COc2ccccc2)o1	24%	-30%	.	4%	.	-0.1%	6%	.	.	.	.	1.6%
O=C(COC(=O)Cc1ccsc1)NC1CCCCCC1	2%	31%	-3%	10%	0%	0.0%	16%	-0.39	-0.23	-0.12	0.69	20%
COC(=O)/C=C/C(=O)NCc1ccco1	4%	8%	5%	-20%	7%	-0.1%	-22%	0.022	-0.22	0.63	-0.15	0.3%
Cn1c(SCC(=O)c2ccc(O)cc2O)nnc1-c1ccccc1	-7%	-5%	.	-20%	.	-0.2%	0%	.	.	.	.	0.1%
CCOC(=O)c1cn(-c2c(C)n(C)n(-c3ccccc3)c2=O)c2c(F)c(F)c(F)cc2c1=O	8%	13%	6%	-17%	7%	1.1%	-1%	-0.096	-0.24	-0.081	-0.16	-0.3%
Cc1noc(/C=C/c2ccco2)c1S(=O)(=O)N1CCC(C(=O)Nc2ccc(Cl)cn2)CC1	53%	-34%	13%	71%	6%	-0.3%	17%	-0.9	-0.24	-0.54	1.7	2.3%
COc1ccc2nc(C)cc(NCc3ccc(F)cc3)c2c1	16%	-47%	.	32%	.	6.5%	-5%	.	.	.	.	2.0%
CCCC1=C(C(=O)OCC)C(c2cc(Cl)cc(OC)c2OCC(=O)OCC)NC(=O)N1 (centres undefined)	24%	-22%	-5%	-20%	1%	-0.1%	-17%	0.99	-0.25	0.68	0.032	2.9%
Cc1ccc(NC(=O)C2c3ccccc3Oc3ccccc32)nc1	4%	-12%	7%	-38%	6%	-0.2%	-21%	-0.093	-0.33	-0.19	0.75	-0.7%
O=C(NCc1ccccn1)c1ccc([N+](=O)[O-])cc1	-4%	-48%	-11%	-33%	6%	1.2%	-26%	-0.44	-0.27	-0.61	0.69	1.6%
CCCS(=O)(=O)N1CCC(C(=O)NCCN2CCC(Cc3ccccc3)CC2)CC1	0%	4%	-2%	-11%	-1%	-0.3%	13%	0.64	-0.046	0.39	-0.19	1.0%

Part of the list above in a different format:
smiles | AID2073 | KOR beta-arrestin-1 | P. falciparum M17LAP | NOD1 NF-kB reporter | M1AAP inhibition | GPR55 activation | NOD2 inhibition | Dynein cargo inh | Dynein cargo inh cytoplasmic EGFP | Dynein cargo inh nuclear GR-EGFP | Dynein cargo inh cell count | KOR beta-arrestin-2
N/C(=N\OC(=O)CCCOc1ccccc1)c1cccc(Br)c1 | -5% | -17% | -5% | -24% | 1% | 0.1% | -9% | 0.2 | 0.27 | 0.38 | 0.077 | 0.3%
Cc1noc(/C=C/c2ccco2)c1S(=O)(=O)N1CCC(C(=O)Nc2ccc(Cl)cn2)CC1 | 53% | -34% | 13% | 71% | 6% | -0.3% | 17% | -0.9 | -0.24 | -0.54 | 1.7 | 2.3%
